PLK1 PBD inh: Plk1 polo box domain binding inhibitors, primary screen, biochemical, fluorescence polarization; Serine/threonine-protein kinase PLK1 (Homo sapiens), P53350; 97,000 tested, 0.13% active; Plk1 PBD phosphopeptide binding; inhibition, %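 (tested at about 20 µM)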; in the data active means inhibition above about 34%, passing the limit was not always enough
Target sequence (P53350 whole entry, looked up, the tested form may be a part): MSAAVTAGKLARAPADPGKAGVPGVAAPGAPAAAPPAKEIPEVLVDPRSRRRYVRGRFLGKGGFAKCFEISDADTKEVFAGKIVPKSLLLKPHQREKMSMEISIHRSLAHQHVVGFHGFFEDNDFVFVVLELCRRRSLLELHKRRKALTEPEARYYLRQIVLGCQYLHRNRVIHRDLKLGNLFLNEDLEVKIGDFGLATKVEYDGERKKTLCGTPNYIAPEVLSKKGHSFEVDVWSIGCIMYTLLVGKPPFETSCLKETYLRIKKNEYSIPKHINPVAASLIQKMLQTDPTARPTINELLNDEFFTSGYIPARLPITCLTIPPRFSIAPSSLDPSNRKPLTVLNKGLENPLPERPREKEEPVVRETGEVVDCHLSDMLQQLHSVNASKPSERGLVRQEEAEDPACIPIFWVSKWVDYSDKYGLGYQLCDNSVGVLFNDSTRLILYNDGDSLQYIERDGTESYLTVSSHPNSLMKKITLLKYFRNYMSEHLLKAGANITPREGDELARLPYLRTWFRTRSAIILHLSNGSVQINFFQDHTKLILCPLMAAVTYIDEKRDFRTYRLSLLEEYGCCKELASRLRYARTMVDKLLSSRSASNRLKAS
CYP2C9 inhib: blockers of cytochrome P450 2C9 activity – biochemical, luminescence, ADME assay, primary screen | P11712 | CYP2C9 Supersomes, luciferin-H conversion | inhibition, % at 5 µM | 96,000 tested, 20% active | AID 777, 2007;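 active means blocking of liver enzyme CYP2C9 beyond about 50% at 5 µM, limit read from the data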; further: values of inactives mirror those of a sister screen read the other way
CYP2C9 activ: human CYP2C9 activators, primary screen, biochemical, luminescence. AID 1024, 2008. recombinant CYP2C9, luciferin-H conversion; active compounds read high; factor 1 = untreated enzyme, 0 = blocked. 96,000 tested, 1.4% active. activation factor at 5 µM;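 active means activation factor of 2 or more for CYP2C9 at a 5 µM dose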;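 further: 0 = sulfaphenazole-blocked wells and 1 = vehicle-only wells; values of inactives mirror those of a sister screen read the other way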
PLK1 kinase inh: human PLK1 kinase inhibitors, primary screen, biochemical, TR-FRET. inhibition, % at 10 µM. Serine/threonine-protein kinase PLK1 (Homo sapiens), P53350. 97,000 tested, 0.53% active. recombinant PLK1 kinase, TR-FRET peptide phosphorylation;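 active means inhibition of 50% or more in the single-concentration screen; inactive means inhibition below 50%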;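 further: 0% = DMSO max control and 100% = H-89 dihydrochloride min control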
HIV Rev-RRE inh: HIV-1 Rev-RRE binding inhibitors, primary screen, biochemical, FRET, protein-RNA interaction; 97,000 tested, 0.79% active; AID 704, 2007; P05866; Rev peptide-RRE RNA binding; inhibition, % at 8 µM;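 active means inhibition above the screen-wide mean plus 3 SD, cut at about 35% in these data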;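 further: 0% = median DMSO wells and 100% = median Neomycin B control wells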
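Test system: labelled RRE RNA duplex and labelled Rev peptide. Times: 5 min compound–RNA preincubation, then 15 min with peptide, 25 °C. Doses: single-dose 8 µM. Measured by: FRET, excitation 480 nm, emission 540 nm donor and 671 nm acceptor. Measure: % inhibition of FRET ratio versus controls.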
PLAP activator: PLAP enzyme activators, biochemical, luminescence, HTS | activation fold at 20 µM | 96,000 tested, 1.2% active | AID 696, 2007 | purified PLAP enzyme, luminescent substrate read-out; active compounds read high; in the data active means activation fold above about 2
CYP2C19 inh: blockers of cytochrome P450 2C19 activity – biochemical, luminescence, ADME assay, primary screen; P33261; CYP2C19 Supersomes, luciferin-H EGE luminescence, 30 min; inhibition, % at 5 µM; 96,000 tested, 21% active; AID 778, 2007;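 active means CYP2C19 inhibition above a set limit at 5 µM in the primary screen, cut at about 50% in these data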;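 further: plate controls were negative control wells for no effect and 2.5 mM tranylcypromine positive control for full effect; values of inactives mirror those of a sister screen read the other way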
Target sequence (P33261 whole entry, looked up): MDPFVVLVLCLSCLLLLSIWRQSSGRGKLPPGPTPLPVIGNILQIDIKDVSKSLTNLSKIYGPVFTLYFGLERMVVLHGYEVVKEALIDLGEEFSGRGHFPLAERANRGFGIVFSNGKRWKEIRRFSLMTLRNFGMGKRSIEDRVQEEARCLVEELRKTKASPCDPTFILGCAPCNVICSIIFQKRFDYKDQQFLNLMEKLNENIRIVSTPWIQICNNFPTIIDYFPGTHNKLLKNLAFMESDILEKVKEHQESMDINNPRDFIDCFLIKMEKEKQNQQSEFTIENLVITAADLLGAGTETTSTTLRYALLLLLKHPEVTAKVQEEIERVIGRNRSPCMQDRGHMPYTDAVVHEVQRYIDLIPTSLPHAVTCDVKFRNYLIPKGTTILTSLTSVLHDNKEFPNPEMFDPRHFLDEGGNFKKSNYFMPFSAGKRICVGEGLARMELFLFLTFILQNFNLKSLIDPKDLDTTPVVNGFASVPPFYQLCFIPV
CYP2C19 activ: human CYP2C19 activators, primary screen, biochemical, luminescence; 96,000 tested, under 10 active; recombinant CYP2C19, luciferin-H EGE luminescence; active compounds read high; 0 = fully inhibited enzyme, 1 = untreated enzyme; Cytochrome P450 2C19 (Homo sapiens), P33261; activation factor at 5 µM;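 active means activation factor of at least 2 at 5 µM in the primary screen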;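 further: 0 = wells with 2.5 mM tranylcypromine and 1 = vehicle-only wells; values of inactives mirror those of a sister screen read the other way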
EphB4 ephrin blk: EphB4-ephrin-B2 interaction antagonists, primary screen, biochemical, TNYL-RAW peptide probe, fluorescence polarization; Ephrin type-B receptor 4 (Homo sapiens), P54760; EphB4 LBD / TNYL-RAW-Alexa532 peptide; inhibition, % at 7 µM; 97,000 tested, 0.15% active;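 active means inhibition above the screen-wide mean inhibition plus 3 SD, cut at about 15% in these data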;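 further: 0% = DMSO wells and 100% = excess unlabeled TNYL-RAW peptide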
An asterisk follows results filed as active; nt = no result given.

SMILES | PLK1 PBD inh | CYP2C9 inhib | CYP2C9 activ | PLK1 kinase inh | HIV Rev-RRE inh | PLAP activator | CYP2C19 inh | CYP2C19 activ | EphB4 ephrin blk
Cn1c(=O)oc2cc(S(=O)(=O)N3CCC(C(=O)N4CCc5ccccc5C4)CC3)ccc21 | -1 | -3 | 1 | -9 | 1 | 0.9 | 4 | 1 | -1
CCCCCCNc1c(C(=O)OCC)c(=O)[nH]c2ccccc12 | nt | 14 | 0.9 | nt | nt | 0.8 | 13 | 0.9 | nt
CCn1c(SCC(=O)Nc2cc(C)on2)nc2sc3c(c2c1=O)CCCC3 | 25 | nt | nt | -9 | 2 | nt | nt | nt | -11
Cc1ccc(C(=O)n2c(=S)nc3ccccn32)cc1 | -7 | 8 | 0.9 | 1 | 9 | 0.9 | 35 | 0.6 | 6
COC(=O)c1cc(Br)c(=O)n(CCc2ccc(F)cc2)c1 | 6 | 56* | 0.4 | -37 | 6 | 0.6 | 94* | 0.1 | 4
Nc1nc(SCC(=O)C23CC4CC(CC(C4)C2)C3)n[nH]1 | 24 | 53* | 0.5 | -4 | 3 | 2.1* | 45 | 0.6 | 5
Nc1nc(Nc2cccc(C(F)(F)F)c2)nc(C(F)(F)F)n1 | 8 | 29 | 0.7 | 5 | 21 | 0.9 | 4 | 1 | -1
COc1ccc(S(=O)(=O)NCCC(=O)NCc2cccs2)cc1 | -26 | -85 | 1.9 | -20 | 9 | 1 | -2 | 1 | 7
O=C(Nc1ccc(OC(F)F)c(Cl)c1)c1cccc(OC(F)F)c1 | 0 | 11 | 0.9 | -8 | 13 | 0.2 | 88* | 0.1 | -2
Cn1nc(C(=O)Nc2c(-c3ccccc3)nc3sccn23)c2ccccc2c1=O | -3 | -11 | 1.1 | 1 | -4 | 1.1 | -11 | 1.1 | -3
CCC1(C(=O)OC)NC(c2ccco2)C2C(=O)N(c3ccccc3)C(=O)C21 (stereo unspecified) | 15 | 1 | 1 | -3 | 14 | 1.4 | 23 | 0.8 | 3
Cc1ccc2[nH]c(=O)c(CN(Cc3ccccc3Cl)C(=O)N3CCOCC3)cc2c1 | 11 | 72* | 0.3 | -9 | 5 | 1.3 | 82* | 0.2 | -3
O=C(Oc1ccc(=O)n(-c2ccccc2)n1)c1ccc(Cl)cc1 | -30 | -5 | 1 | -10 | 3 | 1.1 | -2 | 1 | 6
CCOC(=O)C(=CNCC(=O)O)C(=O)OCC | -1 | -7 | 1.1 | -14 | 2 | 1 | -5 | 1.1 | -5
O=C(CCSc1nnc2ccc3ccccc3n12)Nc1ccc(F)cc1 | -18 | -113 | 2.1* | -24 | 1 | 0.9 | 31 | 0.7 | 1
COc1ccc(NS(=O)(=O)c2ccc(S(=O)(=O)N3CCCC3)cc2)cc1 | -1 | 69* | 0.3 | -11 | 5 | 1 | 31 | 0.7 | 1
CCOC(=O)c1[nH]c(=O)[nH]c1CSCCO | -12 | 7 | 0.9 | 2 | 5 | 0.9 | -20 | 1.2 | -2
COC(=O)c1cc(=O)n2c(-c3ccc(OC)cc3)csc2n1 | 9 | -12 | 1.1 | -9 | 10 | 1 | -16 | 1.2 | 1
CCN(CC)S(=O)(=O)c1ccc(-c2nnc(SCC(=O)Nc3ccc(OC)c(OC)c3)o2)cc1 | -33 | 70* | 0.3 | -3 | 6 | 1.8 | 21 | 0.8 | -2
COc1ccc(NC(=O)CSc2nnc(-c3ccc(C)cc3)n2N)cc1 | -14 | 18 | 0.8 | -11 | 7 | 0.9 | 0 | 1 | 1
Cn1c(=O)[nH]c(=O)c2c1nc(N(CCO)Cc1ccccc1)n2Cc1ccccc1Cl | nt | 26 | 0.7 | nt | nt | 0.8 | 9 | 0.9 | nt
O=[N+]([O-])c1ccc(NCCNc2ccc(Cl)nn2)cc1 | 5 | 18 | 0.8 | -7 | 9 | 0.6 | 22 | 0.8 | 2
Cc1cc(C)nc(/N=C2\NC(=O)CC3C(=O)NCCN23)n1 (stereo unspecified) | -10 | nt | nt | -4 | 11 | nt | nt | nt | 1
O=C(O)c1ccccc1C(=O)NCC(O)COCC1CC=CCC1 (stereo unspecified) | 30 | 13 | 0.9 | -15 | 1 | 1.1 | 92* | 0.1 | 8
CC(C)NC(=O)COC(=O)c1ccccc1Oc1ccccc1 | 1 | 72* | 0.3 | -15 | -3 | 1.5 | 87* | 0.1 | 0
CCOC(=O)N1CCN(Cc2nc(N)nc(Nc3ccccc3C)n2)CC1 | -4 | 11 | 0.9 | -1 | -4 | 1.4 | 2 | 1 | -1
OC1C2(Cc3ccccc3)CN3CCN(C2)CC1(Cc1ccccc1)C3 (stereo unspecified) | -16 | 10 | 0.9 | -10 | 3 | 1.2 | 13 | 0.9 | 5
Cc1ccc(S(=O)(=O)NCc2cn3c(C)csc3n2)cc1 | 6 | -9 | 1.1 | -5 | -3 | 0.9 | 20 | 0.8 | 0
O=C(CSC1=NCCS1)N1CCCCCC1 | nt | -3 | 1 | nt | nt | 0.8 | 57* | 0.4 | nt
COc1ccc(C2(CNC(C)=O)CCOCC2)cc1OC | 12 | -8 | 1.1 | 62* | 6 | 0.9 | -6 | 1.1 | -7
O=C(CCN1C(=O)c2ccncc2C1=O)Nc1ccc2c(c1)OCCO2 | nt | -4 | 1 | nt | nt | 0.9 | 2 | 1 | nt
CCn1c(SCC(=O)N2CCCCC2)nnc1-c1ccc(S(=O)(=O)N2CCN(C)CC2)cc1 | -17 | -1 | 1 | -2 | 10 | 1.6 | 20 | 0.8 | 0
Cc1ccc2cc(COC(=O)c3ccncc3)c(=O)[nH]c2c1 | 29 | 66* | 0.3 | -6 | 9 | 1.1 | 92* | 0.1 | -2
COc1cccc(OC)c1C(=O)Nc1ccc(N2CCCCC2)cc1 | -21 | 11 | 0.9 | -4 | 4 | 0.9 | -4 | 1 | 3
Cc1c(NC(=O)Cn2[nH]c(=O)c3ccccc3c2=O)c(=O)n(-c2ccccc2)n1C | -7 | -12 | 1.1 | -16 | 4 | 1 | -3 | 1 | -2
CC(OC(=O)CCc1nc2ccccc2[nH]c1=O)C(=O)c1ccccc1 (stereo unspecified) | -4 | 67* | 0.3 | -5 | 2 | 1 | 96* | 0 | -2
COC(=O)C1=C(N)OC2=C(C(=O)CCC2)C1c1cccs1 (stereo unspecified) | 5 | 23 | 0.8 | -7 | 5 | 0.8 | 34 | 0.7 | 8
O=C(ON=C1CCN(S(=O)(=O)c2ccccc2)CC1)c1ccc(F)cc1 | -24 | nt | nt | -7 | 3 | nt | nt | nt | -7
Cc1ccc2c(CC(=O)OCc3nc(N)nc(Nc4ccccc4C)n3)coc2c1 | -38 | 46 | 0.5 | 0 | 8 | 0.9 | 12 | 0.9 | -3
Cc1cc(C)c2cc(CN(CCO)Cc3nnnn3Cc3ccccc3)c(=O)[nH]c2c1 | -22 | 31 | 0.7 | -19 | 5 | 1.6 | 23 | 0.8 | -3

Some of these compounds in order of length of the SMILES, smallest number first.
SMILES | PLK1 PBD inh | CYP2C9 inhib | CYP2C9 activ | PLK1 kinase inh | HIV Rev-RRE inh | PLAP activator | CYP2C19 inh | CYP2C19 activ | EphB4 ephrin blk
O=C(O)c1ccccc1C(=O)NCC(O)COCC1CC=CCC1 (stereo unspecified) | 30 | 13 | 0.9 | -15 | 1 | 1.1 | 92* | 0.1 | 8
O=C(ON=C1CCN(S(=O)(=O)c2ccccc2)CC1)c1ccc(F)cc1 | -24 | nt | nt | -7 | 3 | nt | nt | nt | -7
CCn1c(SCC(=O)N2CCCCC2)nnc1-c1ccc(S(=O)(=O)N2CCN(C)CC2)cc1 | -17 | -1 | 1 | -2 | 10 | 1.6 | 20 | 0.8 | 0

(continued)
SMILES | PLK1 PBD inh | CYP2C9 inhib | CYP2C9 activ | PLK1 kinase inh | HIV Rev-RRE inh | PLAP activator | CYP2C19 inh | CYP2C19 activ | EphB4 ephrin blk
CCOC(=O)Cn1cnc2c(cnn2-c2ccc(Cl)cc2)c1=O | -11 | 46 | 0.5 | -4 | 3 | 1 | 36 | 0.6 | 2
O=C(COC(=O)C1COc2ccccc2O1)NC(=O)Nc1ccc2c(c1)OCCO2 (stereo unspecified) | 35 | 67* | 0.3 | -7 | 12 | 0.9 | 30 | 0.7 | -4
COC(=O)CCC(=O)Nc1cccc(Br)c1 | -2 | 2 | 1 | -17 | 11 | 0.9 | 12 | 0.9 | 3
Cc1[nH]n2c(=O)c3c(nc2c1-c1cccc2ccccc12)CCC3 | 10 | 46 | 0.5 | -10 | -3 | 1.4 | 26 | 0.7 | -7
CCC(C)NC(=O)CS(=O)(=O)Cc1nc(-c2cccc(OC)c2)oc1C (stereo unspecified) | -2 | 15 | 0.9 | -7 | 3 | 1.1 | -16 | 1.2 | 0
COc1ccc(C)cc1NC(=O)CN1CCN(S(=O)(=O)c2ccc(F)cc2)CC1 | 1 | 23 | 0.8 | 3 | 2 | 0.9 | 52* | 0.5 | 4
Cc1ccc(-n2ncc3c(Nc4c(C)n(C)n(-c5ccccc5)c4=O)ncnc32)c(C)c1 | -7 | 8 | 0.9 | -7 | 4 | 1.2 | 15 | 0.8 | 1
COc1ccccc1NC(=O)Cn1nnc(C(=O)Nc2ccccc2)c1N | -9 | 32 | 0.7 | 1 | 9 | 0.9 | 45 | 0.6 | -3
OCc1cn(-c2ccccc2)nc1-c1cccnc1 | -13 | 16 | 0.8 | -6 | 12 | 0.9 | 31 | 0.7 | 6
COc1ccc(C(=O)OCC(=O)NCc2ccco2)cc1OC | 16 | -10 | 1.1 | -2 | -4 | 1.1 | -4 | 1 | 0
O=C(NCC(=O)N1CCC(N2CCCCC2)CC1)C1CCCCC1 | -17 | 14 | 0.9 | -14 | 9 | 1.4 | 6 | 0.9 | 1
CC1CN(C2CCCCC2)c2nc3c(c(=O)[nH]c(=O)n3C)n2C1 (stereo unspecified) | 2 | 56* | 0.4 | -11 | 3 | 1.4 | 7 | 0.9 | 3
Cc1ccc(S(=O)(=O)N(C)c2ccc(NS(C)(=O)=O)cc2)cc1 | 11 | -100 | 2* | -6 | 1 | 1.2 | 66* | 0.3 | -4
O=C(COC(=O)Cc1ccc(S(=O)(=O)N2CCOCC2)s1)NCc1ccc(Cl)cc1 | -7 | 86* | 0.1 | -10 | 7 | 1.7 | 73* | 0.3 | 8
COc1ccc(Nc2nc(C)cc(C)c2C(N)=O)c(OC)c1 | 8 | 2 | 1 | -10 | 6 | 1.1 | 15 | 0.9 | 4
O=C(NC12CC3CC(CC(C3)C1)C2)C1CC(=O)N(c2ccc(Br)cc2)C1 (stereo unspecified) | -3 | 19 | 0.8 | -14 | 10 | 0.7 | -3 | 1 | -2
O=C(O)c1ccc2oc(SCC(=O)N3CCCCC3)nc2c1 | -9 | -18 | 1.2 | -13 | -2 | 1.1 | -18 | 1.2 | -8
COc1ccc(CCNS(=O)(=O)c2ccc(Cl)s2)cc1OC | -7 | 87* | 0.1 | -2 | 0 | 1.1 | 68* | 0.3 | -5
CCC(=O)N1CCc2cc(OC)c(OC)cc2C1COc1ccc(C(=O)OC)cc1 (stereo unspecified) | -16 | 33 | 0.7 | 2 | 5 | 1.5 | 60* | 0.4 | 1
